# Assay outcomes deposited in PubChem BioAssay by several laboratories.
# STEP inh: STEP (human) phosphatase inhibition. P54829. AID 588621. recombinant STEP, OMFP fluorogenic substrate, fluorescence. hit rate 0.25% among 360,000. inhibition, % at 20 µM;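 active = inhibition at 20 µM, scaled per plate between control wells, above about 37%, limit read from the data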;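 note: 0% = DMSO with enzyme and substrate and 100% = substrate only without enzyme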
#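 Also added – OMFP at 25 µM · Test system – STEP tyrosine phosphatase · Technique – FITC-channel fluorescence of OMFP product · Schedule – 20 min at room temperature, dark · Evaluation – control-normalized % inhibition with plate pattern correction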
# SUMO1 PPI mod: SUMO1-SIM interaction modulation. P63165. SUMO1 binding to a labelled peptide, TR-FRET, 1 h. inhibition, % at 20 µM. hit rate 0.33% among 360,000; in the data active = inhibition above about 37%
# Target sequence (P63165 whole entry, looked up): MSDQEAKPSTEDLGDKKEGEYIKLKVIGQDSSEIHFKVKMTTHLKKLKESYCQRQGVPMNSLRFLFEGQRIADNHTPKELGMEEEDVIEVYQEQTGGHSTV
# LMPTP inh: LMPTP (human) inhibition; AID 651560; hit rate 0.22% among 360,000; inhibition, % at 20 µM; recombinant LMPTP-A, OMFP fluorogenic substrate, fluorescence intensity;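 active = compounds that cut the enzyme signal by at least half of the control window in the single-dose screen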;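 note: plate controls were DMSO wells with enzyme plus substrate for no effect and substrate without enzyme for full effect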
# Target sequence (P24666 whole entry, looked up): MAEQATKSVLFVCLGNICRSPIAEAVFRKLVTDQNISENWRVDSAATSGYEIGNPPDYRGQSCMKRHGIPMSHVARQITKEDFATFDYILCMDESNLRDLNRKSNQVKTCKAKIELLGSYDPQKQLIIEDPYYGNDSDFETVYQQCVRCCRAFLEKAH
#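 test system = LMPTP-A | amount = 0.625 nM LMPTP-A final | reagent = fluorogenic phosphatase substrate OMFP at 400 µM final | incubation = 50 min at room temperature | benchmarks = no-enzyme low control, uninhibited high control | medium = Bis-Tris pH 6.0, DTT, detergent | signal = fluorescence intensity of OMFP turnover product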
# Rpn11 block: blocks the human proteasome subunit Rpn11; hit rate 0.59% among 360,000; human 26S proteasome, Ub4-pepOG fluorescence polarization; 20S core pre-blocked with epoxomicin; calls only at 20 µM; O00487;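 active = inhibition at 20 µM, scaled to each plate's controls, above about 33%, limit read from the data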
# Target sequence (O00487 whole entry, looked up): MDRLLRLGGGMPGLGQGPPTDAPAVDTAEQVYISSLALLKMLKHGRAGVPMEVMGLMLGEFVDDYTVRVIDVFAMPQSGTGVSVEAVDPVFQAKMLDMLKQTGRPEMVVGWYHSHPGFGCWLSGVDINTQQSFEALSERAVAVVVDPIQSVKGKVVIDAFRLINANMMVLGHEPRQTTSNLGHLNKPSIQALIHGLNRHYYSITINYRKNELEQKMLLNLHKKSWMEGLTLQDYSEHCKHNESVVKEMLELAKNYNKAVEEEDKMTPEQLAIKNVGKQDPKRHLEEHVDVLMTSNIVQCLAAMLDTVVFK
# NadD block: inhibitors of Staphylococcus aureus NadD | purified NadD enzyme, colorimetric absorbance read-out | AID 602399 | hit rate 0.78% among 360,000 | inhibition, % at 20 µM; in the data active = inhibition above about 26%; note: some compounds past the cut are filed as inactive
# CSN deneddyl inh: inhibitors of human CSN-mediated cullin deneddylation. Q92905. Purified CSN, SCF-Nedd8-OG deneddylation, fluorescence polarization. inhibition, % at 12.5 µM. hit rate 0.38% among 360,000. AID 651999;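 active = pattern-corrected inhibition above about 35%, with an unprinted fluorescence ratio check between 0.5 and 1.5, limit read from the data, passing the limit was not always enough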;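 note: 0% = enzyme with substrate and 100% = substrate without enzyme; some results filed as inactive read as strong as hits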
# Target sequence (Q92905 whole entry, looked up, one chain of several): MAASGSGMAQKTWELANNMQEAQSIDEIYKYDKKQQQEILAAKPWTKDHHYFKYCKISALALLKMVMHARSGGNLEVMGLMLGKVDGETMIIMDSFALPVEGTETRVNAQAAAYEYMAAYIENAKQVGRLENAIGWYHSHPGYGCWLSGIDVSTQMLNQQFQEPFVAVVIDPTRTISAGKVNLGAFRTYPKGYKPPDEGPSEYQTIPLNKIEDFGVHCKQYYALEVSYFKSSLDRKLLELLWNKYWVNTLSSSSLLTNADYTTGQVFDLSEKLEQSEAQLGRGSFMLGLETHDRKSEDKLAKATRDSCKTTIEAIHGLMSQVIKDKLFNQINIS
#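 test system = HEK293T-derived human Csn5 enzyme | amount = 0.24 nM Csn5 enzyme, final concentration | medium = Tris/NaCl/DTT buffer, pH 7.5 | schedule = 90 min reaction at room temperature | signal = FP | evaluation = inhibition of Csn5 cleavage, % | compound dosing = single dose of 12.5 µM compound with 0.25% DMSO | probe or stimulus = 10 nM SCFSkp2-Nedd8OG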
# Tb MetRS inh: blocks T. brucei methionyl-tRNA synthetase activity. inhibition, % at 11.9 µM. hit rate 0.4% among 360,000. AID 624268. purified T. brucei MetRS, ATP depletion, Kinase-Glo luminescence;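 active = inhibition above a per-plate cutoff of the control wells' mean inhibition plus 3 SD, cut at about 5.5% in these data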;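 note: 0% = DMSO wells median and 100% = median of wells with control inhibitor compound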
#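 Material – parasite MetRS enzyme · Medium – HEPES-MgCl2-KCl buffer plus DTT, spermine, BSA, pyrophosphatase · Reagent – ATP, methionine and E. coli bulk tRNA substrates · Times – 15 min enzyme-compound preincubation, 2 h reaction, 10 min detection, 25 °C · Measured by – luminescence of leftover ATP · Evaluation – percent inhibition relative to median high and low control wells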
# Scp1 inh: Scp-1 (human) phosphatase inhibition; hit rate 0.88% among 340,000; AID 493091; inhibition, % at 20 µM; Recombinant Scp1, phosphopeptide, malachite green phosphate absorbance; Q9GZU7;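 active = inhibition above about 50% at 20 µM, limit read from the data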;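 note: plate controls were DMSO wells with enzyme for no effect and wells lacking enzyme for full effect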
#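 Test system: SCP-1 phosphatase catalytic domain, residues 76-261; measured by: colorimetric phosphate reagent with accelerator and stabiliser, absorbance at 630 nm; timing: enzyme reaction 45 min at room temperature, colour 5 min, stabilisation 30 min; also added: Phosphorylated 17-residue peptide substrate; compound dosing: one concentration, 20 µM, with 1.0% DMSO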
# MsrA inh: inhibits bovine methionine sulfoxide reductase A | purified bovine MsrA, absorbance read-out | inhibition, % at 15.5 µM | hit rate 0.75% among 360,000 | AID 651718; in the data active = inhibition above about 4.5%;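 note: 0% = vehicle wells with enzyme and 100% = reference inhibitor wells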
# DNMT1 inh: blocks human DNA methyltransferase DNMT1; AID 588458; P26358; inhibition (reported as % activation of signal), % at 10 µM; DNMT1 molecular beacon, Hinp1I cleavage, fluorescence; hit rate 0.83% among 360,000; in the data active = inhibition above about 50%
# The depositor's hits bear a star; i = inactive; · = no result given; + = active, no number.
SMILES,STEP inh,SUMO1 PPI mod,LMPTP inh,Rpn11 block,NadD block,CSN deneddyl inh,Tb MetRS inh,Scp1 inh,MsrA inh,DNMT1 inh
CCOC(=O)c1c(C)[nH]c(C(=O)NCCc2ccc(OC)c(OC)c2)c1C,2,1,-0.9,i,-5,2,0.4,-12,-0.6,-1
C[C@H](CO)N1C[C@H](C)[C@@H](CN(C)S(=O)(=O)c2ccc3ccccc3c2)OCc2cn(nn2)CCCC1=O,-2,2,-0.8,i,-6,1,-1.5,·,0.1,11
C=CCOc1ccc(C(=O)CC)cc1OC,-2,0,-0.9,i,-7,-2,-0.5,-1,-2.0,-2
COc1ccc([C@H]2C[C@@H](O)[C@H](n3cc(COC(=O)c4ccccc4)nn3)CN2Cc2cccs2)cc1,-2,5,2.6,i,5,0,-0.9,·,-0.7,-3
O=C(Cn1cnc2ccccc21)N/N=C/c1cccs1,-1,-1,-1.0,i,-6,0,-0.3,-10,0.2,10
CCn1cc(CN2CCCC(C(=O)Nc3cccc(-n4cccn4)c3)C2)c(C)n1 (stereo not drawn),-1,0,-0.3,i,-5,-1,-0.2,1,2.8,-1
Cc1nc2nc(-c3ccccc3)nn2c(C)c1Cl,-3,4,-1.2,i,-3,-1,-1.4,7,0.5,-2
CC(C)(C)n1nc(C2CC2)cc1NC(=O)Nc1ccc(Cl)cc1,-1,0,0.1,i,-4,3,-0.8,-1,1.0,2
Cc1cc(S(=O)(=O)NCC(C)C)ccc1OCC(=O)N1CCOCC1,1,0,-1.4,i,-10,-1,-0.8,-2,-0.6,-5
COc1cccc(-c2cc3nc(NCc4ccccc4OC)n(C)c(=O)c3s2)c1,-2,-3,1.7,i,-3,0,-0.3,·,-0.7,-12
Clc1nc(Nc2ccccc2)nc(Nc2ccccc2)n1,-4,5,2.1,i,-4,-4,-0.3,-5,0.0,-4
Cc1csc(SCCn2c(N3CCCC3)nc3c2c(=O)[nH]c(=O)n3C)n1,0,-3,-2.0,i,-23,-6,-0.8,1,-0.2,-1
CCOC(=O)CNC(=O)Cn1cnc2c(nnn2-c2ccc(OC)cc2)c1=O,-2,-3,-0.2,i,1,1,-0.2,1,0.6,-1
O=C(COc1cccnc1[N+](=O)[O-])Nc1ncc(Cl)cc1Cl,1,15,10,i,11,5,-0.4,62*,0.1,83*
CCOC(=O)CSC1=Nc2ccccc2C2=NC(CC(=O)NCc3ccccc3)C(=O)N12 (stereo not drawn),0,5,-0.9,i,0,-1,-0.1,-6,1.9,3
CCOC(=O)C1=C(CN2CCN(CCC#N)CC2)NC(=O)NC1c1ccc2c(c1)OCO2 (stereo not drawn),-1,5,-0.1,i,-2,3,-1.0,-5,-2.5,7
COCCNC(=O)[C@H](CSCc1ccccc1)N1Cc2ccccc2C1=O,-2,-4,-0.2,i,-1,1,-0.5,-4,-0.4,2
O=C(NNC(=S)NC1CCCCC1)c1ccc2c(c1)OCO2,-1,-5,-0.7,i,3,-1,0.1,-7,-1.0,3
COc1cc(CN2CCNC(=O)C2CC(=O)NCCCC2CCCC2)cc(OC)c1 (stereo not drawn),1,-2,-1.5,i,-1,2,-0.1,3,0.7,-7
COc1ccc(-c2nc(CS(=O)CC(=O)N3CCCC3)c(C)o2)cc1 (stereo not drawn),5,2,-1.3,i,-1,-2,0.1,-1,-0.2,13

# Profiles, looked up by structure. Order of values: STEP inh, SUMO1 PPI mod, LMPTP inh, Rpn11 block, NadD block, CSN deneddyl inh, Tb MetRS inh, Scp1 inh, MsrA inh, DNMT1 inh
# `CCOC(=O)CSC1=Nc2ccccc2C2=NC(CC(=O)NCc3ccccc3)C(=O)N12` (stereo not drawn) in the list: 0, 5, -0.9, i, 0, -1, -0.1, -6, 1.9, 3
# `Clc1nc(Nc2ccccc2)nc(Nc2ccccc2)n1` in the list: -4, 5, 2.1, i, -4, -4, -0.3, -5, 0.0, -4
# `COc1cccc(-c2cc3nc(NCc4ccccc4OC)n(C)c(=O)c3s2)c1` in the list: -2, -3, 1.7, i, -3, 0, -0.3, ·, -0.7, -12

# The list continues:
SMILES,STEP inh,SUMO1 PPI mod,LMPTP inh,Rpn11 block,NadD block,CSN deneddyl inh,Tb MetRS inh,Scp1 inh,MsrA inh,DNMT1 inh
O=C(NCc1ccccc1)c1ccc(OC2CSC2)cc1,34,1,-0.6,i,-5,0,-0.4,-1,0.5,1
CCc1cc2c(=O)c(-c3ccc4c(c3)OCCO4)coc2cc1OC(=O)c1ccco1,1,-1,2.3,i,6,4,-0.4,-8,-0.7,19
CCCS(=O)(=O)c1nc(S(=O)(=O)c2ccc(C)cc2)c(NCCCN2CCOCC2)s1,-2,-3,-3.8,i,1,0,0.1,-5,1.2,41
O=C(NCCCN1CCOCC1)/C(=C/c1cccs1)NC(=O)c1ccccc1,-4,-4,-4.5,i,2,0,-0.1,-8,2.4,0
COC(=O)c1sccc1NC(=O)CSc1nnnn1-c1ccccc1C,2,2,-0.5,i,-8,-6,-0.3,-13,0.2,0
CCc1nnc(NC(=O)CCC(=O)N2CCN(c3cc(Cl)ccc3C)CC2)s1,2,2,1.5,i,5,-1,-0.4,-4,1.1,-1
CCCC[C@H](CC(=O)c1ccccc1)[C@@H](OC(C)=O)C(=O)Oc1c(C(C)C)cccc1C(C)C,3,0,1.9,i,-1,1,0.0,-4,-0.6,15
O=C(N/N=C/c1cccs1)c1cc(-c2ccncc2)nc2ccccc12,-1,-18,-1.3,i,3,-5,0.4,-3,3.0,-2
O=C(CN1CC[n+]2c(-c3cccs3)csc21)c1ccc(Br)cc1,-4,-7,2.1,i,5,4,0.5,16,0.8,-2
COc1cccc(NC(=O)Cn2nnc(-c3ccccc3N)n2)c1,-3,1,0.9,i,-5,0,3.6,-12,-0.1,-8
CN1CCN(S(=O)(=O)c2ccc(NC(=O)C(C)(C)C)cc2)CC1,0,2,-1.1,i,-2,-2,-0.2,-6,-2.1,0
COc1cc([C@@H]2CC=C(C(=O)O)[C@H](c3ccc(F)cc3)N2S(=O)(=O)c2ccc(C)cc2)cc(OC)c1OC,0,-1,0.3,i,-1,3,-0.3,-5,-1.0,0
Cc1nc(NC(=S)NC(=O)COc2ccccc2Cl)ccc1Br,0,-2,-2.0,i,-2,-15,-0.1,-3,-0.2,11
CCN1CCN(C2=CC3=CC(=C(C#N)C#N)CCC3CC2)CC1 (stereo not drawn),-205,-95,17,·,2,-98,0.2,-1,·,+
Cc1sc(N/N=C/c2cccnc2)nc1-c1ccc(Cl)cc1,9,4,0.1,i,6,7,0.2,-12,0.3,-5
O=C(Nc1ccc(NC(=O)C2CC2)cn1)c1ccccc1Cl,-2,1,0.7,i,1,7,-0.1,-5,-1.2,-1
O=C(Cn1cnc2ccc(Cl)cc2c1=O)NC1CCS(=O)(=O)C1 (stereo not drawn),-1,-3,-0.6,i,-5,4,-0.2,-7,-1.5,3
COc1ccc(CCN2C(=O)CSCC2(C)C(=O)Nc2ccc3c(c2)OCCO3)cc1OC (stereo not drawn),·,1,0.2,·,·,-5,-0.1,·,0.0,·
N#CC1C(=O)NC(N2CCN(c3ccccc3)CC2)=NC12CCCCC2 (stereo not drawn),-4,2,-1.3,i,0,-3,-0.6,2,-0.6,1
COc1ccc(-c2nnc(SCC(=O)Nc3cccc(Cl)c3)o2)cc1,-2,3,-1.4,i,-7,0,-0.7,-7,0.5,4
Cc1ccc(N(CC(=O)NC2CCCC2)C(=O)c2nsc(Cl)c2Cl)cc1,-1,-3,0.4,i,-5,2,0.2,-8,1.7,5
O=C(O)c1cccnc1SC1CC(=O)N(c2ccccc2)C1=O (stereo not drawn),-3,-2,-1.4,i,0,1,0.0,-1,-1.1,2
Cc1c(C=N)c(O)n(C)c(=O)c1C#N,0,3,-2.1,i,-5,-1,0.2,-4,5.2*,-1
O=C(CCN1C(=O)c2ccccc2C1=O)NCc1cccc(Cl)c1,0,-3,0.4,i,-8,-6,-0.1,-6,0.6,3
CC1=C(C(=O)O)N2C(=O)C(NC(=O)c3ccn(C)n3)C2SC1 (stereo not drawn),9,4,-1.3,i,0,4,-1.8,-14,2.3,-2
COC(=O)[C@@]12CCCCN1[C@H](c1ccc(-c3ccc(OC)cc3)c(OC)c1)[C@@H]1C(=O)N(C)C(=O)[C@@H]12,-3,4,1.5,i,-4,3,-0.2,-10,-0.5,-17
CCOc1ccccc1-n1c(SCC(=O)NC(C)CC)nnc1-c1ccoc1C (stereo not drawn),-2,3,-1.4,i,3,-2,-1.0,-7,-1.2,-1
CCCCN(C(=O)c1cnc(C)cn1)c1c(N)n(CCC)c(=O)[nH]c1=O,-2,0,0.0,i,1,-2,-0.8,5,0.7,2
COC(=O)CCN(c1ccccc1)S(=O)(=O)c1cc(-c2cc(C)no2)ccc1C,-3,16,0.9,i,-12,-2,-0.5,-13,-0.4,-9
NC(=S)NNC(=O)C12CC3CC(CC(C3)C1)C2,2,0,-1.2,i,-3,2,-0.4,-1,-0.1,0
CC(=O)N1c2ccccc2S(=O)(=O)c2c1ccc1ccccc21,0,-15,-0.5,i,-6,4,-0.2,-8,0.3,-5
Cc1ccc(C(=O)NN(CCC#N)C2=NS(=O)(=O)c3ccccc32)cc1,0,3,0.6,i,2,-13,-0.9,-7,1.8,0
CC(C)c1ccc(NC(=O)Nc2nc(C(N)C(C)C)cs2)cc1 (stereo not drawn),1,-46,-1.2,i,7,1,-0.2,·,0.8,-3
Cc1ccc(OCCC(=O)OCC(=O)Nc2ccc3c(c2)OCCO3)cc1,0,1,-0.9,i,-9,1,-0.1,-9,-0.6,-6
CCN(CCNCC(O)COc1ccccc1C(C)C)c1cccc(C)c1 (stereo not drawn),1,-38,-3.8,i,-7,1,-1.0,-13,-1.2,0
CSc1nnc(NC(=O)c2nc(S(=O)(=O)Cc3ccccc3F)ncc2Cl)s1,-1,0,0.1,i,0,4,0.1,-5,0.9,0
CC1CCc2sc(C(=O)OCC(=O)NCc3ccccc3)cc2C1 (stereo not drawn),0,-3,0.7,i,-3,-2,-1.1,-5,1.9,1
